pCIP destab: p/CIP-EGFP fusion destabilizers, primary screen, fluorescence, F442A cells; decrease of EGFP signal, % at 10 µM; Q05BA5; actives 0.01% (n = 290,000); 16 h;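 active means EGFP signal decrease of at least 30% at 10 µM or well 3 SD below plate mean, unless failing retest; inactive means the rest, including hits failing retest or dose response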; further: some compounds called inactive have numbers as strong as hits; many of its hits are not listed in these tables
VIM-2 inh: VIM-2 metallo-beta-lactamase inhibitors, primary screen, biochemical, epi-absorbance readout, Pseudomonas aeruginosa enzyme; purified VIM-2, nitrocefin hydrolysis, epi-absorbance fluorescence; inhibition, % at 5.6 µM; actives 0.89% (n = 290,000);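 active means inhibition above the mean of all tested compounds plus 3 SD, cutoff set per screening run, cut at about 7.5% in these data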;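 further: red hydrolysis product quenches plate fluorescence so inhibitors raise well fluorescence; 0% = enzyme with DMSO and 100% = DMSO without enzyme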
IMP-1 inh: IMP-1 metallo-beta-lactamase inhibitors, primary screen, biochemical, epi-absorbance readout, Pseudomonas aeruginosa enzyme. actives 0.45% (n = 290,000). inhibition, % at 5.6 µM. purified IMP-1, nitrocefin hydrolysis, epi-absorbance fluorescence. metallo-beta-lactamase IMP-1 (Pseudomonas aeruginosa). AID 1556, 2009;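 active means inhibition above the mean plus 3 SD of all compounds in the same screening run, cut at about 4.5% in these data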;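 further: 0% = IMP-1 with DMSO and 100% = DMSO wells lacking enzyme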
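system = purified recombinant IMP-1 beta-lactamase | amount = 0.2 nM IMP-1, as dispensed | medium = HEPES buffer pH 7.1 with ZnSO4 and Brij 35 | times = 25 °C, 15 min preincubation, 25 min reaction | detection = plate fluorescence quenching by hydrolysis product, ex 480/em 530 nm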
HCV NS3 hel inh: inhibitors of HCV NS3 helicase, primary screen, biochemical, Cy5 molecular beacon fluorescence; Hepatitis C virus NS3 helicase; NS3 helicase DNA unwinding; inhibition, % at 10.9 µM; actives 0.56% (n = 290,000);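 active means inhibition above the mean of all tested compounds plus 3 SD, set per campaign, cut at about 35% in these data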;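 further: 0% = DMSO wells and 100% = thioflavine S control wells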
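assay system = NS3 helicase fragment of HCV | buffer or medium = MOPS pH 6.5, MgCl2, DTT, Tween20, BSA | timing = 60 min unwinding reaction at 25 °C after ATP addition | signal = Cy5 beacon fluorescence read at start and 1 h | read-out basis = % inhibition of unwinding | control set = low DMSO, high thioflavine S at 110 µM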
FID counter: compounds displacing fluorescent DNA intercalator, primary screen, artefact control for HCV NS3 helicase inhibitor project, biochemical, FID fluorescence; DNA fluorescent intercalator displacement; inhibition, % at 7.9 µM; actives 0.17% (n = 290,000); AID 1845, 2009; in the data active means inhibition above about 37%;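 further: 0% = vehicle and 100% = reference compound; higher means more ethidium bromide displaced from hairpin DNA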
M18AAP inhibitor: PfM18AAP inhibitors, malaria aminopeptidase, primary screen, biochemical, QFRET, recombinant enzyme; H-Glu-NHMec fluorogenic cleavage; inhibition, % at 7.35 µM; actives 1.2% (n = 290,000); AID 1822, 2009;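 active means inhibition above the campaign mean inhibition over all tested compounds plus 3 SD, cut at about 28% in these data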;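 further: 0% = plate median of test compound wells and 100% = 2 mM ZnCl2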
IDE cell inh: human IDE inhibitors in live cells, primary screen, fluorescence polarization, HEK cells, FAbetaB substrate. Insulin-degrading enzyme (Homo sapiens), P14735. FAbetaB cleavage. inhibition, % at 5.59 µM. actives 0.41% (n = 320,000);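 active means percent inhibition above the average of all tested compounds plus 3 SD, set per screening campaign, cut at about 16% in these data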;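 further: IDE supplied by intact live HEK cells; FP after avidin binding of uncleaved biotin substrate so inhibition keeps polarization high; 0% = DMSO wells and 100% = 60 µM reference IDE inhibitor Ii1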
IDE act: human IDE activators in live cells, primary screen, fluorescence polarization, HEK cells, FAbeta-B substrate. AID 493087, 2011. activation, % at 5.96 µM. FAbeta-B cleavage; 0% vehicle, 100% cell-free pure enzyme wells. actives 0.073% (n = 340,000);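 active means activation above the mean of all tested compounds plus 3 SD, set per screening campaign, cut at about 17% in these data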
SUMO HTRF inh: inhibitors of in vitro SUMOylation cascade, primary screen, biochemical, HTRF, uHTS; HTRF SUMOylation assay, SAE1/SAE2 + UBC9; inhibition, % at 35 µM; actives 0.36% (n = 290,000); in the data active means inhibition above about 50%, passing the limit was not always enough; further: strong numbers were not always called active
Target sequence (P63279 whole entry, looked up): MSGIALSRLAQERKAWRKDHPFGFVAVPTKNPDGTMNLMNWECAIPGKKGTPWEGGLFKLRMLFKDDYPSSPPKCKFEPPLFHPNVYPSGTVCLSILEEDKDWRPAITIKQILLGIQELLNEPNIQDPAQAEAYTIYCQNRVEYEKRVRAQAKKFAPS
Starred values were filed as active, the others as inactive; . = no result given.

Results follow in this order: pCIP destab | VIM-2 inh | IMP-1 inh | HCV NS3 hel inh | FID counter | M18AAP inhibitor | IDE cell inh | IDE act | SUMO HTRF inh
- CCn1c(=N)n(CC(O)c2cccs2)c2ccccc21 (stereo not given)
    -4 | -1.0 | -3.1 | -13 | 12 | 8 | 4 | 3 | -3
- CCOc1ccc(/C=C/C(=O)Nc2ccccc2C(F)(F)F)cc1
    -1 | 0.6 | -1.5 | -3 | -15 | -1 | 2 | 0 | 20
- O=C(O)c1ccccc1SC1CC(=O)N(c2ccccc2)C1=O (stereo not given)
    -9 | -2.0 | -1.9 | 5 | 3 | -18 | 4 | 3 | -8
- CC(C)CC(NC(=O)c1cccc(Cl)c1)C(=O)O (stereo not given)
    -8 | -0.8 | -0.6 | -3 | 0 | -6 | -2 | 3 | 10
- Cc1cccc2sc(N(CCCN(C)C)C(=O)c3ccco3)nc12
    -22 | 0.8 | -0.8 | 5 | 10 | -2 | -1 | 6 | 13
- CC(Nc1cccc2ccccc12)C(=O)N/N=C/c1ccc([N+](=O)[O-])cc1 (stereo not given)
    -7 | -0.8 | -1.8 | -13 | 0 | -11 | 3 | 1 | -12
- CC(=O)c1ccc(NC(=S)NCCc2ccccn2)cc1
    -7 | 0.8 | -2.6 | -8 | -7 | -2 | 3 | -1 | -1
- CCOc1ccccc1CNC(=O)C1CCN(c2nn3c(=O)cc(C)nc3s2)CC1
    1 | 0.0 | 4.0 | 4 | -44 | -12 | -7 | 2 | 0
- CCc1ccc(NC(=O)c2ccc(S(=O)(=O)NCc3cccnc3)cc2)cc1
    2 | 0.5 | -1.6 | 14 | -14 | 14 | -4 | -1 | -4
- O=C(COC(=O)c1cc([N+](=O)[O-])ccc1N1CCOCC1)Nc1ccc(Cl)cn1
    -7 | -2.1 | -3.8 | 9 | -6 | 7 | -2 | 9 | -3
- COc1cc(NC(=O)CC2NCCNC2=O)cc(OC)c1 (stereo not given)
    -6 | -2.9 | -3.2 | -4 | 0 | 3 | 2 | 4 | -30
- C=CCOc1ccc(CNc2ccc3[nH]c(=O)[nH]c3c2)cc1OCC
    -12 | 1.9 | -2.0 | -5 | -5 | -66 | -2 | 0 | 9
- COc1ccc(N(Cc2cc3cc(OC)ccc3[nH]c2=O)C(=O)C2CCCO2)cc1 (stereo not given)
    3 | -1.5 | -3.1 | -1 | -29 | 3 | 5 | 2 | 3
- Cc1ccc(-c2nn(CC(=O)Nc3ccc4c(c3)nc3n4CCOC3)c(=O)c3ccccc23)cc1
    -16 | -1.4 | -5.6 | 1 | -6 | 2 | 4 | 3 | -13
- COc1ccc(/C=C(\NC(=O)c2ccccc2)C(=O)OCC2CCCN3CCCCC23)cc1OC (stereo not given)
    9 | 1.3 | -2.1 | -8 | 12 | -9 | 1 | 3 | 9
- COc1ccc(C2=NN(C(=O)CN3CCOCC3)C(c3nc4ccccc4[nH]3)C2)cc1 (stereo not given)
    1 | 1.7 | -0.4 | 3 | -10 | -12 | 4 | -6 | 7
- CN(C)C(=O)CSc1ncccc1-c1nc2ccccc2[nH]1
    -7 | -2.6 | -2.0 | -4 | -2 | 1 | -3 | -4 | 6
- Cn1c(CNC(=O)c2ccco2)nnc1SCC(=O)Nc1cccc(Br)c1
    -5 | -0.6 | -0.8 | -1 | -5 | 0 | -2 | -1 | 17
- CNC(=S)N/N=C(\C)c1ccc2c(c1)OCO2
    -2 | -2.7 | -1.8 | -6 | -4 | 2 | 3 | 6 | 1
- COc1cccc(/C=C(/C(=O)OCC(=O)NCC2CCCO2)c2ccccc2)c1 (stereo not given)
    14 | -0.8 | -0.3 | 0 | -35 | 1 | 9 | -4 | -9
- O=C1CCC(c2ccccc2)(c2ccccc2)CC1
    0 | -1.7 | -1.0 | -2 | -14 | 1 | 4 | -3 | 6
- O=C(Oc1ccccc1)c1cccc2cccc(C(=O)Oc3ccccc3)c12
    -7 | 2.2 | 1.3 | -10 | -2 | -20 | . | . | -14
- O=C(N/N=C/c1cc([N+](=O)[O-])c(N2CCOCC2)cc1N1CCOCC1)c1cccnc1
    -4 | -3.3 | -2.6 | 13 | -14 | 4 | 1 | 6 | 8
- Cc1ccccc1-c1nc(CS(=O)CC(=O)NCc2ccc3c(c2)OCO3)c(C)o1 (stereo not given)
    -1 | -2.7 | -4.0 | -1 | -48 | 3 | 2 | -1 | -8
- COc1cccc(-n2c(=S)[nH]c3c(oc4ccccc43)c2=O)c1
    10 | -5.4 | -4.9 | -1 | -1 | -3 | 5 | 2 | 7
- Cc1ccccc1C(=O)NC1CCN(CC(=O)Nc2ccc(N(C)C)cc2)CC1
    3 | -1.1 | -0.7 | 0 | -4 | -1 | 1 | 0 | -1
- O=C(Nc1cccc(F)c1)Nc1ccc2c(c1)C(=O)OC2
    -3 | -1.0 | -1.3 | -2 | -2 | -2 | 2 | 6 | 7
- CC(=O)Nc1cccc(N=NN2CCOCC2)c1
    -3 | -0.5 | -3.0 | 3 | 0 | -6 | -5 | . | 10
- CCc1nc2ccc(C(=O)N3CCN(c4ccccc4F)CC3)cc2nc1CC
    -3 | -1.8 | -2.1 | -4 | -48 | -1 | 4 | 4 | -6
- CCOc1ccc(NC(=O)C(=O)NCc2ccncc2)cc1
    -1 | -1.7 | -1.3 | -5 | -3 | 0 | 3 | 1 | 9
- Cc1ccc(S(=O)(=O)NCC(=O)N2CCCC2C(=O)O)cc1 (stereo not given)
    -9 | 1.4 | -0.2 | -5 | -1 | -16 | -5 | 3 | 18
- CC12CCC(C(=O)N3CCc4ccccc43)(CC1=O)C2(C)C (stereo not given)
    7 | -3.3 | -2.9 | 0 | -5 | -7 | 3 | 1 | -2
- CCCCOc1ccccc1C(=O)N(Cc1ccc(C)o1)C1CCS(=O)(=O)C1 (stereo not given)
    12 | -2.0 | -2.4 | -2 | -44 | -9 | 2 | 6 | 8
- COc1ccccc1NC(=O)CSc1nnc(Cc2cccn2C)n1-c1ccc(F)cc1
    -6 | -2.4 | 2.9 | 2 | -39 | -2 | 2 | 5 | 17
- CC(C)(C)c1ccc(OCc2ccc(C(=O)NCc3cccnc3)o2)cc1
    -8 | -1.8 | -0.9 | -8 | -26 | 0 | 4 | 1 | -8
- NS(=O)(=O)c1cc(C(=O)N2CCc3ccccc32)c(Cl)cc1Cl
    -9 | -0.8 | -4.9 | 2 | -8 | -9 | -3 | -2 | 1
- O=C(O)c1ccc2c(c1)c1c3n2CCNC3CCC1 (stereo not given)
    -7 | -2.9 | -3.4 | 1 | 0 | -7 | 4 | 3 | 8
- CC1=NN(c2ccc(Cl)cc2)C(=O)C1C(c1ccccc1O)c1c(C)[nH]n(-c2ccc(Cl)cc2)c1=O (stereo not given)
    -9 | -0.6 | 1.1 | 15 | 3 | 8 | 10 | 2 | 70
- CC(=O)Nc1ccc(NC(=O)c2ccc3c(c2)CCN3S(C)(=O)=O)cc1
    -6 | -4.9 | -4.2 | 5 | -9 | 2 | 4 | 4 | 27
- CC(C(=O)N1CCN(Cc2ccc3c(c2)OCO3)CC1)n1cc([N+](=O)[O-])cn1 (stereo not given)
    -4 | -1.9 | -3.1 | 5 | -3 | 2 | -7 | 6 | 1
- O=C1CCCCCN1C(=O)c1ccc(C(=O)N2CCCCCC2=O)cc1
    -11 | 1.1 | -2.0 | 1 | 2 | -10 | 3 | 0 | 6
- CC(C)n1c(C(=O)OCC(=O)NCc2ccc3c(c2)OCO3)cc2sccc21
    -2 | -3.5 | -5.1 | -10 | -24 | 3 | -3 | -3 | -16
- CC(=O)Nc1cccc(/C(C)=N/NC(=O)c2cccs2)c1
    1 | -4.7 | -1.4 | 0 | -4 | -8 | 0 | 0 | 11
- CCOC(=O)C1=C(C)OC(N)=C(C#N)C1c1ccc(OC)c(CSc2ccccn2)c1 (stereo not given)
    6 | 1.1 | 0.4 | 22 | -19 | 1 | 2 | -1 | -6
- COc1ccccc1CNC(=O)c1cc(C(C)=O)c[nH]1
    -2 | -0.9 | -2.0 | -11 | -2 | -8 | 1 | -3 | 11
- Cc1cc(Cl)cc(C)c1OCCOCCNCc1ccccc1
    0 | 0.0 | -1.3 | -62 | 28 | 5 | 0 | 5 | -2
- COCCCNCCCCOc1c(Cl)cc(C)cc1Br
    -9 | -1.7 | -2.3 | -7 | 33 | -1 | -6 | 0 | 10
- Cc1ccc(-n2c(=O)c3sccc3n(CC(=O)NCc3ccco3)c2=O)cc1
    2 | 0.4 | 0.2 | 11 | 3 | 1 | 3 | 9 | -9
- O=C(Nc1ccc(N2CCOCC2)cc1)c1ccccc1SCC(=O)N1CCCC1
    4 | 0.1 | -2.3 | -1 | -9 | 6 | 3 | 4 | -5
- COc1ccccc1OCc1nc(C#N)c(N2CCC(C(N)=O)CC2)o1
    -8 | -2.9 | -1.7 | -4 | -8 | 14 | 3 | 1 | -2
- CCn1nnnc1-c1ccc(OC)c(S(=O)(=O)Nc2ccc(S(N)(=O)=O)cc2)c1
    -26 | -6.3 | -3.9 | 11 | 4 | 2 | 5 | 2 | 5
- O=C(N/N=C/c1ccc(N2CCOCC2)o1)c1ccccc1[N+](=O)[O-]
    3 | -4.4 | -2.1 | 6 | -27 | 1 | -2 | -10 | 5
- Cc1ccccc1CN1C(=O)c2ccccc2Sc2ccc(C(=O)O)cc21
    8 | -1.1 | -2.2 | 27 | -22 | 3 | -1 | 2 | 8
- CS/C(=N\S(=O)(=O)c1cccs1)Nc1ccc(F)cc1
    15 | 0.0 | -1.7 | -6 | -9 | -12 | 2 | 4 | 8
- Cc1ccc(NC(=O)c2cnn(-c3ccccc3)c2NC(=O)c2ccco2)cc1C
    7 | -0.8 | 2.0 | -1 | -15 | -1 | 0 | 3 | -14
- COCCCNC(=O)CC1Oc2ccccc2NC1=O (stereo not given)
    -16 | -6.1 | -0.9 | -4 | 0 | 3 | 5 | 0 | 8

An excerpt taken from the entries so far, as a working copy:
Results follow in this order: pCIP destab | VIM-2 inh | IMP-1 inh | HCV NS3 hel inh | FID counter | M18AAP inhibitor | IDE cell inh | IDE act | SUMO HTRF inh
- Cc1ccc(NC(=O)c2cnn(-c3ccccc3)c2NC(=O)c2ccco2)cc1C
    7 | -0.8 | 2.0 | -1 | -15 | -1 | 0 | 3 | -14
- COCCCNC(=O)CC1Oc2ccccc2NC1=O (stereo not given)
    -16 | -6.1 | -0.9 | -4 | 0 | 3 | 5 | 0 | 8

Screening data from PubChem BioAssay.
